TRHR ag = agonists of human TRH receptor; P34981; TRHR cells, calcium flux fluo-8, FDSS agonist mode; activation, % at 2 µM; 360,000 compounds, 0.18% hits; AID 493084; note: 0% is about no effect
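TRHR-expressing cells loaded with fluo-8 calcium dye; 23 nL library compound pin-transferred, kinetic FDSS fluorescence (Ex 480/Em 530) recorded about 180 s for agonist-induced calcium release, before a 10 nM TRH EC20 addition for potentiator mode.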
TRHR enhancer = allosterically enhances the human TRH receptor | P34981 | TRHR cells, fluo-8 calcium fluorescence, EC20 TRH enhancement | enhancement, % at 2 µM | 360,000 compounds, 0.66% hits | AID 493056; in the data active = enhancement above about 30%; note: 0% is about no effect
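TRHR-expressing cells loaded with fluo-8 calcium dye were read kinetically (ex 480/em 530) during compound addition, then stimulated with an EC20 of TRH (10 nM final). Enhancement of the Gq-mediated intracellular calcium response was scored.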
D2 agonist = activates the human D2 dopamine receptor; P14416; HEK293 T-REx D2 cells, calcium flux agonist mode; 340,000 compounds, 0.53% hits; activation, % at 2 µM;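 active = activation over 3 SD above normal in the single-dose calcium agonist read, cut at about 30% in these data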; note: 0% is about no effect
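Agonism is scored from calcium flux in a force-coupled, inducible HEK293 cell line expressing D2, read kinetically for 180 s after compound addition against dopamine controls.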
D1 antagonist = human D1 dopamine receptor antagonism; P21728; HEK293 TREx D1 cells, calcium flux, dopamine EC80; active compounds read low; activity change, negative = inhibition, % at 10 µM; 360,000 compounds, 3.2% hits; in the data active = activity change below about -30%; note: % is set by controls: 0 for no effect and ±100 for the full control effect
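Compound effects on dopamine-evoked calcium signalling were measured in tetracycline-induced HEK293 Trex D1 cells. Dopamine at EC80 followed a 180 s compound pre-read, and fluorescence was tracked kinetically for 180 s more.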
RXFP1 antag = RXFP1 (human) relaxin receptor antagonism; HEK293-RXFP1, relaxin-stimulated cAMP HTRF, 30 min; active compounds read low; AID 1259400; 350,000 compounds, 0.59% hits; activity change, negative = inhibition, % at 57.5 µM;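 active = activity change of -60% or lower, but not beyond a set lower limit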; note: % is set by controls: 0 for no effect and ±100 for the full control effect
Target sequence (Q9HBX9 whole entry, looked up): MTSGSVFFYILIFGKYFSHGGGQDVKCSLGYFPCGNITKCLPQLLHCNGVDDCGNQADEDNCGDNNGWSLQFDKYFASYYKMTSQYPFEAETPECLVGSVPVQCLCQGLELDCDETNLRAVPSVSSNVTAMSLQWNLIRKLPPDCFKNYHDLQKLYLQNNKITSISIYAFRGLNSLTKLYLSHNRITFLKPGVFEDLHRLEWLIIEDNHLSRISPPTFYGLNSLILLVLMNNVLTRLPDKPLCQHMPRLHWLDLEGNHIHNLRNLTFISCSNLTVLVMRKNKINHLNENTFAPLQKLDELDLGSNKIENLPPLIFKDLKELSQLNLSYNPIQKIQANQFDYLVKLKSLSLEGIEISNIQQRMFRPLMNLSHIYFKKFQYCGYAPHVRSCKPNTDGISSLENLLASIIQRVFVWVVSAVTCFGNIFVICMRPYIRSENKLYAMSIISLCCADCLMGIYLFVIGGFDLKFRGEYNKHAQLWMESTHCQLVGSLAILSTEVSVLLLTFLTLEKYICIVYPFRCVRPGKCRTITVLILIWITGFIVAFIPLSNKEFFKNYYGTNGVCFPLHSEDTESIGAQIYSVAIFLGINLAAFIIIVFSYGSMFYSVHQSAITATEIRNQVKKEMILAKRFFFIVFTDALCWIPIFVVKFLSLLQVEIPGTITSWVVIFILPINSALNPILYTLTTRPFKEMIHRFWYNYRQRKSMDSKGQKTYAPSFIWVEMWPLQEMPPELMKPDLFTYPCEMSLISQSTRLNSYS
D1 ag = activates the human D1 dopamine receptor. P21728. HEK293 T-REx D1 cells, calcium flux, agonist mode. activation, % at 2 µM. 360,000 compounds, 1% hits. AID 504660; note: 0% is about no effect
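Tetracycline-induced HEK293 TREx D1 cells, force-coupled to calcium signalling, were dye-loaded with a no-wash calcium kit. Compound was pin-added after a 10 s baseline. Fluorescence was read kinetically at 1 cycle/s for 180 s, with calcium rises flagged as agonism.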
D2 potentiator = positively modulates the human D2 dopamine receptor allosterically; P14416; HEK293 T-REx D2, calcium flux, EC20 dopamine potentiation; potentiation, % at 10 µM; 340,000 compounds, 0.34% hits;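 active = potentiation over 3 SD above the plate norm, cut at about 30% in these data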; note: 0% is about no effect
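Potentiation of an EC20 dopamine calcium response is measured in a force-coupled, tetracycline-inducible Hek293 Trex D2 line. Compound-only kinetic reads over 180 s flag agonists before dopamine addition.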
D1 potentiator = enhances dopamine response at the human D1 receptor | P21728 | HEK293 TREx D1 cells, calcium flux, dopamine EC20 potentiation | potentiation, % at 10 µM | 360,000 compounds, 0.036% hits | AID 504651; in the data active = potentiation above about 30%; note: 0% is about no effect
D2 antag = antagonizes the human D2 dopamine receptor; P14416; HEK293 TREx D2 cells, calcium flux, dopamine EC80; inhibition, % at 10 µM; 340,000 compounds, 2% hits; in the data active = inhibition above about 30%; note: 0% is about no effect
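HEK293 T-REx D2 cells, tet-induced, calcium dye no-wash. Cpd pintool add, 180 s kinetic, then EC80 DA, 180 s kinetic. Ca flux read.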
* hit, by the source's call; . = no result given. Cut-off read from the data, not from the text of the source, unless noted: active = activation above about 30%; inactive = the rest. Hits appear at their usual frequency. About 7.1% of those tested had a hit in this group.

1	Cc1ccc(C)n1-c1ccc(C(=O)/C=C/N(C)C)cc1
2	N#Cc1c(N)sc(=S)c2c1CCN(Cc1ccccc1)C2
3	C=CCn1c(N)c(S(=O)(=O)c2cccs2)c2nc3ccccc3nc21
4	COc1cc(/C=N/NC(=S)Nc2cccc(S(=O)(=O)N(C)C)c2)ccc1O
5	CCOc1ccc2c(c1)c(=O)c(S(=O)(=O)c1ccc(C)cc1)cn2CC(=O)Nc1ccc(C)cc1
6	CSc1ncc(CN2CCN(C3CCCC3)C(CCO)C2)cn1 (stereo not drawn)

Compound,1,2,3,4,5,6
TRHR ag,0.0,-0.2,-0.4,0.1,1.6,0.6
TRHR enhancer,15,-2,-2,0,2,-6
D2 agonist,0.9,0.8,7.6,-2.4,0.7,0.3
D1 antagonist,-12,-4,8,-19,-4,-3
RXFP1 antag,-16,.,-14,-12,.,-2
D1 ag,4,22,4,2,10,3
D2 potentiator,-10,10,-12,1,-20,-5
D1 potentiator,-3,-2,-3,2,-2,-4
D2 antag,16,32*,-40,-2,.,12

7	Cc1cccc(C)c1OCC(O)Cn1c2ccccc2c2ccccc21 (stereo not drawn)
8	CCOC(=O)C1CCN(C(=O)Cc2ccc(OC)c(OC)c2)CC1
9	O=C(CN1C(=O)CCc2cc(S(=O)(=O)N3CCOCC3)ccc21)NCc1ccc(Cl)cc1
10	CCN(Cc1nc(-c2ccc(C)cc2)no1)C(=O)c1ccco1
11	CCOc1ccccc1NC(=O)CSc1ccccc1
12	Cc1ccc(S(=O)(=O)N(CC(=O)NCc2ccncc2)C2CCCCC2)cc1

Compound,7,8,9,10,11,12
TRHR ag,0.5,-0.7,0.0,-0.2,-0.4,-0.6
TRHR enhancer,12,-3,-9,-4,0,1
D2 agonist,-0.8,0.7,1.5,-0.1,-0.1,-0.5
D1 antagonist,16,31,7,0,12,-6
RXFP1 antag,3,1,.,-8,-1,-1
D1 ag,4,0,1,5,-1,1
D2 potentiator,-5,9,-5,10,-3,3
D1 potentiator,6,0,0,3,1,6
D2 antag,-20,13,.,15,-7,-4

Some entries already given, limited to D2 potentiator:
| no. | SMILES | D2 potentiator |
| --- | --- | --- |
| 10 | CCN(Cc1nc(-c2ccc(C)cc2)no1)C(=O)c1ccco1 | 10 |
| 11 | CCOc1ccccc1NC(=O)CSc1ccccc1 | -3 |

(continued)
13	O=C(Cc1ccc(Cl)cc1)NC1CCCN(Cc2ccccc2F)C1 (stereo not drawn)
14	Cc1noc(C)c1S(=O)(=O)N1CCCC1C(=O)O (stereo not drawn)
15	Cc1ccc(CNC(=O)Cc2coc3cc(C)cc(C)c23)cc1
16	COc1ccccc1NC(=O)Nc1ccnn1C1CCCCC1
17	CN(C1=NC(=O)C(CC(=O)Nc2ccc(Br)cc2)S1)c1ccc(O)cc1 (stereo not drawn)
18	O=C(CSc1nc(-c2ccccc2)no1)N1CCN(c2ccccc2)CC1

Compound,13,14,15,16,17,18
TRHR ag,-1.0,0.4,-0.9,1.1,0.4,-0.4
TRHR enhancer,3,5,6,4,-5,-6
D2 agonist,-2.9,-0.1,-1.3,1.0,0.4,-0.4
D1 antagonist,7,-8,-22,4,-7,8
RXFP1 antag,-3,-13,-15,-3,6,-6
D1 ag,0,6,6,2,2,0
D2 potentiator,7,-2,4,9,-24,-1
D1 potentiator,-3,.,-1,0,-17,-3
D2 antag,-15,9,.,4,40*,.

Part of the list above in order of number of heavy atoms, falling:
12	Cc1ccc(S(=O)(=O)N(CC(=O)NCc2ccncc2)C2CCCCC2)cc1
18	O=C(CSc1nc(-c2ccccc2)no1)N1CCN(c2ccccc2)CC1
17	CN(C1=NC(=O)C(CC(=O)Nc2ccc(Br)cc2)S1)c1ccc(O)cc1 (stereo not drawn)
16	COc1ccccc1NC(=O)Nc1ccnn1C1CCCCC1

Compound,12,18,17,16
TRHR ag,-0.6,-0.4,0.4,1.1
TRHR enhancer,1,-6,-5,4
D2 agonist,-0.5,-0.4,0.4,1.0
D1 antagonist,-6,8,-7,4
RXFP1 antag,-1,-6,6,-3
D1 ag,1,0,2,2
D2 potentiator,3,-1,-24,9
D1 potentiator,6,-3,-17,0
D2 antag,-4,.,40*,4

The list goes on:
19	COC(=O)C(C)Oc1ccc2c(-c3cccc([N+](=O)[O-])c3)cc(=O)oc2c1 (stereo not drawn)
20	CC1CCN(C(=O)c2[nH]cnc2C(=O)N[C@@H](C)c2ccccc2)CC1
21	CC(=O)Oc1ccc(C2(C)CC(C)(C)NC(=S)N2C)c(OC(C)=O)c1 (stereo not drawn)
22	COc1ccc(-c2cc(=O)oc3cc(OCC(=O)NCc4ccccn4)ccc23)cc1
23	CC(=C/c1ccco1)/C=N/N1CCN(c2ccccc2)CC1
24	COc1ccc(CC(=O)NCc2ccccc2)cc1OC

Compound,19,20,21,22,23,24
TRHR ag,3.8,0.0,-0.2,-0.4,0.1,0.0
TRHR enhancer,-2,0,-2,0,-4,2
D2 agonist,-0.6,0.0,-0.6,-0.8,-0.2,0.9
D1 antagonist,-15,-18,2,-15,3,17
RXFP1 antag,0,.,-3,13,-6,1
D1 ag,-1,0,3,1,3,3
D2 potentiator,-5,15,-4,6,-6,7
D1 potentiator,0,6,-11,-10,2,-3
D2 antag,2,12,5,-9,-10,15

25	CCCOc1ncnc2c1[nH]c1ccc(OC)cc12
26	O=C(NCc1cccs1)c1nn(-c2ccccc2)nc1CO
27	CC1CCCCN1C(=O)CCNS(=O)(=O)c1ccc2c(c1)c(=O)n(C)c(=O)n2C (stereo not drawn)
28	O=C(O)c1ccccc1NC(=O)N1c2ccccc2Sc2ccccc21
29	Cn1c(NC(=O)C2CCCC2)cc(=O)n(C)c1=O
30	CCN(CC)C(=O)c1sc2c(c1C)c(=O)n(Cc1ccccc1)c(=O)n2CC(=O)Nc1ccc(OC)cc1

Compound,25,26,27,28,29,30
TRHR ag,-0.5,-0.1,0.2,-1.4,0.5,5.6
TRHR enhancer,-6,-9,3,0,1,-9
D2 agonist,-1.6,-0.3,0.8,-1.1,1.2,6.0
D1 antagonist,21,-18,-14,-25,-4,-35*
RXFP1 antag,-4,-25,7,.,.,-15
D1 ag,2,-1,0,-2,2,6
D2 potentiator,-3,15,-10,-6,-5,-9
D1 potentiator,-6,-2,3,2,1,1
D2 antag,13,.,-2,.,-3,.

31	COc1ccccc1N(C)S(=O)(=O)c1ccc(C(=O)NCC(C)C)cc1
32	CCC(CC)NC(=O)c1cc([N+](=O)[O-])ccc1N1CCOCC1
33	COCCCN=Cc1c(-c2ccccc2)[nH]n(-c2nc3ccccc3s2)c1=O
34	Cc1nnc(NC(=O)CSc2n[nH]c(-c3ccccc3C)n2)s1
35	Cn1c(/N=C/c2ccccc2[N+](=O)[O-])nc2ccccc21
36	Cn1ncc(Cl)c1C(=O)N1CCN(c2ncccn2)CC1

Compound,31,32,33,34,35,36
TRHR ag,-0.2,0.2,0.3,-0.4,-0.5,0.2
TRHR enhancer,1,-4,-2,-1,-5,1
D2 agonist,-0.2,-0.1,-0.1,-0.1,-0.9,0.8
D1 antagonist,-8,6,-16,4,5,7
RXFP1 antag,-18,4,-4,-1,.,3
D1 ag,4,2,1,2,2,1
D2 potentiator,13,-6,-5,-2,10,17
D1 potentiator,-6,-4,-3,-5,-4,-2
D2 antag,-13,-9,-7,7,2,-6

37	COc1ccc(S(=O)(=O)N2CCCCC2)cc1NC(=O)C1CSC2(C)CCC(=O)N12 (stereo not drawn)
38	O=C(Nc1nc2c(F)c(F)c(F)cc2s1)c1ccco1
39	CC(=O)Nn1cnc2c(c1=O)C1(CCCCC1)Cc1ccccc1-2
40	CC(C)CCNC(=O)C1CCC(CNc2c(N3CCC(C)CC3)c(=O)c2=O)CC1 (stereo not drawn)
41	CCOc1ccc(Cn2c(=O)oc3ccc(C)cc32)cc1OC
42	CCOc1ccc(/C(C)=N/NC(=O)C(OC)c2ccccc2)cc1 (stereo not drawn)

Compound,37,38,39,40,41,42
TRHR ag,0.6,0.5,0.2,-0.1,-0.5,-0.2
TRHR enhancer,-1,4,2,-5,-3,8
D2 agonist,-2.2,.,0.8,0.0,0.4,0.2
D1 antagonist,8,-10,20,1,-22,6
RXFP1 antag,5,4,.,6,4,2
D1 ag,1,3,1,3,6,2
D2 potentiator,-7,.,-7,1,-12,3
D1 potentiator,-4,-7,3,-12,-6,-6
D2 antag,2,.,-9,17,-2,6

43	CCCC(=O)NCCCc1nc2ccccc2n1C
44	Cc1cc(N(C)C)c(C#N)c(N2CCCCC2)n1
45	Cc1c(C(=O)N2CCOCC2)oc2c1-c1nn(CC(=O)NCc3ccccc3)cc1CC2
46	O=C(N1CCN(c2ccccc2F)CC1)C12CC3CC(CC(C3)C1)C2
47	COc1ccc2[nH]cc(CCNC(=O)C3CCCCC3)c2c1
48	CCOc1cc(CNCCc2ccc(S(N)(=O)=O)cc2)ccc1OCC(=O)NC(C)(C)C

Compound,43,44,45,46,47,48
TRHR ag,0.1,-0.3,0.2,0.0,0.1,0.0
TRHR enhancer,-8,15,2,2,6,3
D2 agonist,-0.3,.,0.3,-0.8,0.8,0.0
D1 antagonist,-29,-12,-7,-11,-3,-1
RXFP1 antag,-9,0,3,-25,-17,-2
D1 ag,2,1,1,9,7,2
D2 potentiator,-2,.,2,15,11,-19
D1 potentiator,-10,0,-5,2,0,-2
D2 antag,-27,.,.,-6,-9,-17

49	CC(C)(O)C(=O)N=Nc1c(O)[nH]c2ccccc12
50	CCOC(=O)N1CCN(C(=O)c2oc3ccc(S(=O)(=O)N4CC(C)CC(C)C4)cc3c2C)CC1 (stereo not drawn)
51	CC(C(=O)Nc1ccc(Cl)cc1)c1ncc(C(F)(F)F)cc1Cl (stereo not drawn)
52	O=C(CSC1=NCCS1)Nc1cccc2ccccc12
53	CCC(Sc1nc2sc(C(=O)OC)c(C)c2c(=O)n1N)C(=O)NCC1CCCO1 (stereo not drawn)
54	Cc1cc(C)nc(SCc2ccc(F)cc2)n1

Compound,49,50,51,52,53,54
TRHR ag,-1.1,0.7,0.5,-0.3,-0.7,0.1
TRHR enhancer,13,4,-3,3,-3,-8
D2 agonist,-0.3,1.3,0.7,-1.2,0.1,-0.6
D1 antagonist,7,-1,-11,-3,-11,1
RXFP1 antag,-3,2,-5,-9,-11,-4
D1 ag,0,0,14,8,-4,0
D2 potentiator,17,8,-1,14,7,4
D1 potentiator,4,1,-4,-4,-2,4
D2 antag,-10,18,.,-4,-13,1

55	CCc1c(C)sc2c1CCN(C(=O)Nc1ccccc1C(=O)OC)C2c1ccc(F)cc1 (stereo not drawn)
56	Cc1ccc(C(=O)N/C(=C/c2ccccc2)C(=O)NCC2CCCO2)cc1 (stereo not drawn)
57	O=C(CSCc1ccccc1Cl)N1CCN(c2ccccn2)CC1
58	COc1cccc(-c2nc3c(c(SCc4ccccc4)n2)Cc2c(CO)cnc(C)c2O3)c1

Compound,55,56,57,58
TRHR ag,-0.1,0.3,0.0,0.6
TRHR enhancer,1,-1,-4,-5
D2 agonist,.,0.7,6.2,0.5
D1 antagonist,-30,-6,-6,-10
RXFP1 antag,-2,-12,-7,6
D1 ag,-1,0,5,1
D2 potentiator,1,7,1,-4
D1 potentiator,0,-1,2,-5
D2 antag,.,-3,-8,.

High-throughput results: PubChem, National Center for Advancing Translational Sciences (NCATS)
